# Dengue-2 NS5 capping = flavivirus cap methylation enzyme inhibition – biochemical, confirmation dose response, primary screen (AID 588689). Dengue-2 NS5 methyltransferase capping enzyme assay, biochemical; higher % means a stronger effect. inhibition, % at 25 µM; hits with a dose series show IC50 in µM. 340,000 tested, 0.3% active; in the data active = a potency from the dose series; inconclusive = inhibition above about 29% without an active follow-up result
# MgcRacGAP inhibition = MgcRacGAP GTPase-activating activity inhibitors, confirmation, biochemical, ADP Hunter fluorescence. inhibition, % at 30 µM, or IC50 in µM where a hit was titrated. 340,000 tested, 0.6% active. MgcRacGAP-stimulated Rac1 GTP hydrolysis, ADP Hunter fluorescence; higher % means a stronger effect; GST-tagged Rac1 F28L mutant substrate. AID 624330;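 active = first-screen hits whose inhibition reached a set limit at any dose in the follow-up dose series; inconclusive = inhibition above the set first-screen limit but never retested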;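 note: fluorescence reports GDP produced by GAP-driven GTP hydrolysis; strong numbers were not always called active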
# Dengue-2 NS5 capping pilot replicate = recorded beside Dengue-2 NS5 capping, whose call it bears; inhibition, %; measured here: pilot screen replicate inhibition
# * hit, by the source's call; ? = inconclusive. Not all compounds are listed (hit frequency here may not be typical).
SMILES,Dengue-2 NS5 capping,MgcRacGAP inhibition,others
O=C(OCc1ccccc1)N1CCC2CC1c1cc(-c3ccc4c(c3)OCO4)ccc12 (stereo not given),-4%,6%,
Cn1c2ccccc2c2c(=O)oc3ccccc3c21,-8%,6%,Dengue-2 NS5 capping pilot replicate=3.3
COc1ccc(OC)c(NC(=O)C(C#N)=Cc2ccco2)c1,-10%,1%,
CN(C)c1ccc(C=C2SC(=S)N(Cc3ccco3)C2=O)cc1,-6%,9%,
Cc1cnc(C2OCCO2)c2cccc(N)c12,5%,8%,
CCCOc1cc(C)c(S(=O)(=O)NCc2cccs2)cc1C,-4%,3%,
CC(=O)OC1(C)C=Cc2ccccc2C1=NS(=O)(=O)c1ccccc1 (stereo not given),4%,6%,
CC[N+]1(C)CCC(O)(/C=C/c2ccccc2)C(C(=O)/C=C/c2ccccc2)C1 (stereo not given),-21%,8%,
N#CC1(Nc2ccc(-c3ccc(Cl)cc3)cc2)CCCC1,6%,17%,
C[C@]12C(=O)N(c3ccc(F)cc3)C(=O)N1[C@H]1c3ccccc3OC[C@@H]1[C@H]2c1ccccc1,-4%,3%,
C[C@@H]1CN([C@H](C)CO)C(=O)CCCn2nncc2CO[C@@H]1CN(C)S(=O)(=O)c1ccccc1F,-8%,7%,
CC(C)N(C(=O)[C@H]1CC(CC(=O)NCCC2=CCCCC2)C(=O)N2CCc3c([nH]c4ccccc34)[C@]12C)C(C)C (stereo not given in full),-8%,3%,Dengue-2 NS5 capping pilot replicate=-9.2
Cc1nn(C)c(C)c1/C=C(\C#N)S(=O)(=O)c1ccc(F)cc1,-5%,-1%,
CCc1ccccc1NC(=O)CNC(=O)c1ccc(S(=O)(=O)NCc2ccco2)cc1,-1%,19%,
ClCCn1cnc2c(SCc3ccccc3)ncnc21,0%,4%,
O=c1cc(S(=O)(=O)Cc2ccccc2)[nH]c(=O)[nH]1,5%,7%,
CN(C(=O)c1cccc(NC(=O)Cc2ccc([N+](=O)[O-])cc2)c1)C1CCCCC1,-5%,6%,
CC(=O)NCCc1ccc(C(=O)COC(=O)c2ccco2)cc1,16%,-15%,
CCN1C(=NCCCOC(C)C)N[C@@H](c2ccccc2)[C@H](C(=O)OC)[C@H]1C,-7%,10%,
Cc1ccc(C2(C)NC(=O)N(CC(=O)N3CC(=O)Nc4ccccc43)C2=O)cc1 (stereo not given),7%,-2%,
Cc1ccc([C@H]2N[C@]3(CCCN(Cc4cccn4C)C3=O)[C@H]3C(=O)N(C)C(=O)[C@@H]23)cc1,-4%,15%,
O=C(COC(=O)c1cc(=O)[nH]c(=O)[nH]1)Nc1ccccc1F,3%,5%,
S=c1[nH]ccc2ccccc12,-6%,6%,
COc1ccc(S(=O)(=O)N(C)C[C@H]2Oc3ccc(NS(=O)(=O)c4ccccc4)cc3CC(=O)N([C@H](C)CO)C[C@@H]2C)cc1,-7%,6%,
CC(NC(=O)COC(=O)C1CCCCC1)c1ccccc1 (stereo not given),-12%,4%,
COc1cc(C(=O)C(O)c2ccc(O)c(OC)c2)ccc1O (stereo not given),0%,11%,
COc1ccc(-c2nc(NC(=O)c3ccco3)sc2C)cc1,-2%,13%,
CC1(C)CC2CC(C)(CN2S(=O)(=O)c2ccccc2[N+](=O)[O-])C1 (stereo not given),-4%,6%,
Cc1cccc(S(=O)(=O)N(C)C[C@H]2OCc3cn(nn3)CCCC(=O)N([C@H](C)CO)C[C@@H]2C)c1,-3%,9%,
O=C(c1cc2ccccc2o1)N1CCN(Cc2nc3ccccc3s2)CC1,-10%,4%,
O=C(COC(=O)c1ccc([N+](=O)[O-])o1)Nc1ccc(N2CCOCC2)cc1,-4%,11%,
ON=C1c2ccccc2-c2ccc(F)cc21,-6%,-1%,
CCC1(CC)C(C#N)C(=O)NC(=O)C1C#N (stereo not given),-7%,1%,
CC12CCC(C(=NO)C1=NO)C2(C)C (stereo not given),-3%,3%,
COc1ccc(C)cc1/C=C/C(=O)N1CCN(S(=O)(=O)c2cccs2)CC1,-3%,-2%,
COCCn1c2nc(=O)n(-c3ccccc3)c(=O)c-2nc2ccccc21,?,12%,
CCOC(=O)Nc1cc(NC(=O)OCC)ncn1,1%,4%,
CN(C)Cc1cc(OCc2ccccc2)cc(CN(C)C)c1O,-1%,8%,
C#CCN(C[C@@H]1[C@@H](OC(=O)NCc2ccccc2F)[C@@H](OC(=O)NCc2ccccc2F)Cn2c(=O)n(CCCCCC)c(=O)n21)S(=O)(=O)c1ccc(C)cc1,-6%,16%,
Cc1onc(-c2c(F)cccc2Cl)c1C(=O)Nc1cccc(S(=O)(=O)N2CCOCC2)c1,-4%,-3%,

# Among those listed so far, 4 have an NH in an aromatic ring:
SMILES,Dengue-2 NS5 capping,MgcRacGAP inhibition,others
CC(C)N(C(=O)[C@H]1CC(CC(=O)NCCC2=CCCCC2)C(=O)N2CCc3c([nH]c4ccccc34)[C@]12C)C(C)C (stereo not given in full),-8%,3%,Dengue-2 NS5 capping pilot replicate=-9.2
O=c1cc(S(=O)(=O)Cc2ccccc2)[nH]c(=O)[nH]1,5%,7%,
O=C(COC(=O)c1cc(=O)[nH]c(=O)[nH]1)Nc1ccccc1F,3%,5%,
S=c1[nH]ccc2ccccc12,-6%,6%,

# Continuation.
SMILES,Dengue-2 NS5 capping,MgcRacGAP inhibition,others
NC(=O)CSc1nnc(-c2cccc(S(=O)(=O)N3CCOCC3)c2)o1,2%,13%,
CN(CC(=O)Nc1ccc(Cl)c(C(F)(F)F)c1)C(=O)c1cnccn1,-8%,-2%,
O=C(COC(=O)c1ccccc1O)NC(=O)NCc1ccccc1,4%,-9%,
CCN1CCN(S(=O)(=O)c2ccc(Cl)c(C(=O)NCCOc3ccc(C)cc3)c2)CC1,-4%,0%,
O=C1CCCc2c1ccc1ccccc21,0%,0%,
CC(C)(C)OC(=O)C[C@H]1C/C=C\C[C@@H](CC(=O)N[C@H](CO)Cc2ccccc2)C(=O)NC[C@H](c2ccccc2)OC1=O,0%,11%,
O=C(Nc1cccc(Cl)c1)c1nc[nH]c1C(=O)Nc1ccccc1F,-1%,16%,
CCOC(=O)[C@@H]1[C@H]2COc3cc(OC)ccc3[C@@H]2N2C(=O)N(c3ccccc3)C(=O)[C@@]12C,-5%,6%,
COc1c(C=NNC(N)=O)c(OC)c(OC)c2c1CCO2,-5%,0%,
Cc1occc1-c1nnc(SCC(=O)N2CCCCC2)n1C,-1%,6%,
Cc1cc(O)c(C(C)C)cc1NC(=S)Nc1cc(C(C)C)c(O)cc1C,1%,6%,
COCC(=O)N(C)C[C@H]1Oc2cc(C#Cc3cccnc3)ccc2S(=O)(=O)N([C@H](C)CO)C[C@H]1C,-9%,7%,
CC(=O)N(C)C[C@H]1Oc2ncc(Br)cc2C(=O)N([C@H](C)CO)C[C@@H]1C,-1%,2%,
O=C1NC[C@H](Cc2ccccc2)N(CC2CCN(CCC34CC5CC(CC(C5)C3)C4)CC2)C1=O,0%,10%,Dengue-2 NS5 capping pilot replicate=0.0
Cc1csc(=O)n1CCC(=O)OC(C)C(=O)NCc1ccccc1 (stereo not given),0%,1%,
Cc1ccccc1Nc1nc(N)nc(COC(=O)c2ccco2)n1,-1%,-5%,
Cc1cc(C)n2nc(SCC(=O)N3CCC(C(=O)O)CC3)nc2n1,-7%,-2%,
CC(C)CC(=O)OC(C)(C)[C@@H]1Cc2c(ccc3ccc(=O)oc23)O1,0%,11%,
CSCCC(NC(=O)c1ccccc1Br)C(=O)NNC(=O)C1COc2ccccc2O1 (stereo not given),-2%,5%,
O=C(Nc1nccs1)[C@@H]1CCCN1S(=O)(=O)c1ccc(Cl)cc1,2%,0%,

# Quoted at random: three records from the list
SMILES,Dengue-2 NS5 capping,MgcRacGAP inhibition,others
CCOC(=O)[C@@H]1[C@H]2COc3cc(OC)ccc3[C@@H]2N2C(=O)N(c3ccccc3)C(=O)[C@@]12C,-5%,6%,
O=C1CCCc2c1ccc1ccccc21,0%,0%,
O=C(Nc1cccc(Cl)c1)c1nc[nH]c1C(=O)Nc1ccccc1F,-1%,16%,

# (further entries)
SMILES,Dengue-2 NS5 capping,MgcRacGAP inhibition,others
CC(C)Cn1c(N)c(C(=O)COC(=O)c2ccccc2C(=O)c2ccccc2)c(=O)n(C)c1=O,-10%,4%,
O=C(C[C@@H]1C/C=C\C[C@@H](Cc2ccc(F)cc2)C(=O)OC[C@H]2CCCN2C1=O)NCCO,7%,3%,
O=C(c1ccccc1)N1CCOC(O)(c2ccccc2)C1c1ccccc1 (stereo not given),-5%,-10%,
O=C(Oc1ccc(-c2ccccc2)cc1)c1ccco1,7%,4%,
CC(=O)c1ccccc1NC(=O)COC(=O)C1COc2ccccc2O1 (stereo not given),-1%,2%,
CC(C)(C)OC(=O)N1CCC(C(=O)Nc2cccc(C(=O)NCCCCc3ccccc3)c2)CC1,0%,11%,Dengue-2 NS5 capping pilot replicate=-0.9
O=C(NCc1ccccc1)c1ccc(S(=O)(=O)N2CCCCCC2)cc1,0%,8%,
COc1ccc(C(=O)OCC(=O)c2ccc3c(c2)NC(=O)CO3)cc1S(=O)(=O)N1CCOCC1,4%,5%,
Cc1cc(O)c(C(C)C)cc1NC(=O)Nc1ccc([N+](=O)[O-])cc1,0%,4%,
CN(CC(=O)Nc1ccc(Cl)c(C(F)(F)F)c1)C(=O)c1ccccc1SCC(=O)N1CCCC1,-4%,6%,
CC1CCCCC1NC(=O)c1ccc(-n2cncn2)cc1 (stereo not given),1%,9%,
CC(C)CN(C(=O)C1CCC1)c1c(N)n(Cc2ccccc2)c(=O)[nH]c1=O,-6%,-1%,
C[C@@H]1CN([C@@H](C)CO)C(=O)c2cc(NC(=O)C3CCCCC3)ccc2O[C@@H](C)CCCCO[C@@H]1CN(C)C(=O)CCCN(C)C,-1%,14%,
Nc1cc(=O)[nH]c(SCC(=O)Nc2cccc(S(=O)(=O)N3CCCCC3)c2)n1,-2%,7%,
O=C(c1ccccc1)c1ccc(C(=O)N2CCN(c3ccccc3Cl)CC2)cc1,-4%,4%,
O=C(c1ccccc1)C1N=NCC1c1ccc(Cl)cc1 (stereo not given),4%,7%,
Cc1ccc(NC(=O)CN(C)C(=O)c2ccc(NS(=O)(=O)c3cccc([N+](=O)[O-])c3)cc2)cc1,1%,4%,
C[C@@H]1CN([C@@H](C)CO)C(=O)c2cc(-c3cccnc3)cnc2O[C@H]1CN(C)C(=O)c1cccc(F)c1,-6%,15%,
CC(OC(=O)c1cc(=O)c2cc(Cl)ccc2o1)C(=O)N1CCCC1 (stereo not given),8%,5%,
CCOc1ccccc1NC(=O)c1cc(=O)[nH]c2ccc(S(=O)(=O)N3CCOCC3)cc12,2%,8%,

# Three entries already listed, ordered by length of the SMILES, descending:
SMILES,Dengue-2 NS5 capping,MgcRacGAP inhibition,others
CC(C)(C)OC(=O)N1CCC(C(=O)Nc2cccc(C(=O)NCCCCc3ccccc3)c2)CC1,0%,11%,Dengue-2 NS5 capping pilot replicate=-0.9
CC(OC(=O)c1cc(=O)c2cc(Cl)ccc2o1)C(=O)N1CCCC1 (stereo not given),8%,5%,
O=C(c1ccccc1)N1CCOC(O)(c2ccccc2)C1c1ccccc1 (stereo not given),-5%,-10%,

# Gathered by group: the entries above containing a cyano group.
SMILES,Dengue-2 NS5 capping,MgcRacGAP inhibition,others
COc1ccc(OC)c(NC(=O)C(C#N)=Cc2ccco2)c1,-10%,1%,
N#CC1(Nc2ccc(-c3ccc(Cl)cc3)cc2)CCCC1,6%,17%,
Cc1nn(C)c(C)c1/C=C(\C#N)S(=O)(=O)c1ccc(F)cc1,-5%,-1%,
CCC1(CC)C(C#N)C(=O)NC(=O)C1C#N (stereo not given),-7%,1%,

# (cont.)
SMILES,Dengue-2 NS5 capping,MgcRacGAP inhibition,others
COc1cccc([C@@H]2CC=C(C(=O)O)[C@H](c3ccc(Br)cc3)N2S(=O)(=O)c2ccc(C)cc2)c1,2%,3%,
c1ccc2nc(N3CCCC3)c(N3CCCCC3)nc2c1,5%,3%,
O=C(O)Cc1ccc2c(c1)Cc1cccnc1O2,-6%,1%,
O=S(=O)(c1ccc(Cl)nc1)N1CCCC1,0%,0%,
O=C(O)C1CCN(S(=O)(=O)c2ccc3[nH]ccc3c2)CC1,3%,5%,
CC(=O)C1CCC2C3CC=C4CC(SC(=N)N)CCC4(C)C3CCC12C (stereo not given),0%,24%,
Cc1nc(SCc2nc3c(C)cccc3[nH]2)c2oc3ccccc3c2n1,0%,4%,
CCc1ccc(/C=C2/SC(=S)N(CCCC(=O)Nc3cccc(C(=O)O)c3)C2=O)cc1,14%,10%,
Cc1cc(NC(=O)CN2C(=O)/C(=C/c3ccc(C(C)C)cc3)SC2=S)no1,2%,0%,
O=C(COC(=O)Cc1ccc(Br)cc1)NCC1CCCO1 (stereo not given),6%,-1%,
CNC[C@H]1OCc2ccccc2-c2ccccc2C(=O)N([C@@H](C)CO)C[C@H]1C,-5%,13%,
Cc1ccc(C)c(NC(=O)CN(C)C(=O)c2cc3ccccc3oc2=O)c1,-6%,5%,
COc1ccc(CC(=O)OCC(=O)Nc2ccc(F)cc2)cc1,4%,0%,
CC[C@@H]1C(c2ccccc2)=NN(c2ccccc2)[C@H]1C(=O)N1CCOC1=O,-3%,-14%,Dengue-2 NS5 capping pilot replicate=1.2
CCOc1ccccc1N1CCN(CC(=O)Nc2nccs2)CC1,3%,15%,
Cc1ccc(NC(=O)CSc2ncccn2)cc1S(=O)(=O)N1CCOCC1,0%,3%,
Cc1cc(C)c(S(=O)(=O)Nc2ccccc2)c(C)c1,-10%,-2%,
